PDI inh = inhibitors of human PDI, primary screen, biochemical, turbidity, single point, plate reader. inhibition, % at 10 µM. PDI insulin aggregation turbidity, A650, 90 min. 0.052% of 350,000 active. Protein disulfide-isomerase (Homo sapiens), P07237;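 active = mean inhibition across replicates of 30% or more, whatever share of single replicates reach that level; inconclusive = mean inhibition below 30% while every single replicate reaches 30%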;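 also: absorbance from insulin aggregation driven by PDI reduction with DTT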
Target sequence (P07237 whole entry, looked up): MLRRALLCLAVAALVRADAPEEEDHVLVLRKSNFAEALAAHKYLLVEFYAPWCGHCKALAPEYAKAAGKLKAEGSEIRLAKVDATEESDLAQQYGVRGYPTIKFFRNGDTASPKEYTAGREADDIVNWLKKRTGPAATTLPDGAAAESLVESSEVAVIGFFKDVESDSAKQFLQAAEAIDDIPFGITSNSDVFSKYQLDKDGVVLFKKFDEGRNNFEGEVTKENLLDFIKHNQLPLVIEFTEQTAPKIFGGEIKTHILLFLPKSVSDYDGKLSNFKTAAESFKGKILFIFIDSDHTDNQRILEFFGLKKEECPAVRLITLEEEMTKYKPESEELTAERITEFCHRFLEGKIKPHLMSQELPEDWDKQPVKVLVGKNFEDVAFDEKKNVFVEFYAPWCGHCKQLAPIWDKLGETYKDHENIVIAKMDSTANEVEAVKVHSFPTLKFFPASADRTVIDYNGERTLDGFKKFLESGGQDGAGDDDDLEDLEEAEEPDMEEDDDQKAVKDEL
NR2E3 ag-1 = inhibitors of NR2E3-RetCOR corepressor binding, primary screen, NR2E3 agonist project, biochemical, TR-FRET, GST-NR2E3, biotin-RetCOR | Photoreceptor-specific nuclear receptor (Homo sapiens), Q9Y5X4 | 1536-well | inhibition of corepressor binding, % at 4.78 µM | 0.12% of 320,000 active | AID 2300, 2010;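 active = percent inhibition above the cutoff of mean plus 3 SD of all tested compounds, set per screening campaign, cut at about 20% in these data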;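 also: 0% = DMSO wells and 100% = biotin wells as full block of FRET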
Target sequence (Q9Y5X4 whole entry, looked up): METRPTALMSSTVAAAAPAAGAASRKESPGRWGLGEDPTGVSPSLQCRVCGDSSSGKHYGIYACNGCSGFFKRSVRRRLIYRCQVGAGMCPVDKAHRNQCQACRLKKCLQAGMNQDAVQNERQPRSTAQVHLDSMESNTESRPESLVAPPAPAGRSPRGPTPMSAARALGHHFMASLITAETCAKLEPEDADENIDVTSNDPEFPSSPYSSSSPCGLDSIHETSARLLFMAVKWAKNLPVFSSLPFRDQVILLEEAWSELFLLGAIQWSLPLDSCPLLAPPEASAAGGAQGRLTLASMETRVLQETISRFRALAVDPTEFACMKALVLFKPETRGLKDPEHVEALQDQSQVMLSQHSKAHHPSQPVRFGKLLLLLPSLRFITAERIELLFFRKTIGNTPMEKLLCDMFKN
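Assay system: NR2E3–RetCOR corepressor complex. Quantity: 1.35 nM GST-NR2E3. Buffer or medium: pH 7.5 Tris-based buffer. Reagent: biotinylated RetCOR corepressor at 7 nM final. Schedule: 5 h at 4 °C. Detection: TR-FRET, emission read at 617 and 671 nm. Replicates: one well per compound, singlicate testing.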
HIF-2a block = HIF-2a reporter inhibitors, primary screen, luminescence, 786-0 RCC cells; 786-0 RCC cells HIF-2a reporter, luciferase luminescence, overnight; inhibition, % at 18.8 µM; 0.72% of 360,000 active;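 active = inhibition of the luminescence signal of 40% or more relative to plate controls, in a single-dose primary screen at 18.75 µM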
NR2E3 ag-2 = NR2E3 agonists in two-hybrid cells, primary screen, cell-based, luminescence, CHO-S, Gal4-NCOR/VP16-NR2E3 | 0.35% of 360,000 active | luciferase | inhibition of corepressor binding, % at 3.98 µM | Photoreceptor-specific nuclear receptor (Homo sapiens), Q9Y5X4 | AID 602229, 2012;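 active = inhibition above the mean of all tested compounds plus 3 SD, cut at about 70% in these data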;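 also: 0% = DMSO with NR2E3 transfected cells and 100% = cells lacking NR2E3 construct; higher means lower luciferase signal from less NR2E3 corepressor binding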
hiPSC survival = enhancers of single-cell hiPSC survival, primary screen, ATPlite luminescence; 100% = ROCK inhibitor wells, 0% = DMSO; survival enhancement, % at 20 µM; 0.044% of 360,000 active; in the data active = survival enhancement above about 18%;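 also: cells exposed to compounds for 16 hours before the ATP read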
Peg3 prom inh = Peg3 promoter-driven luciferase inhibitors, primary screen, cell-based, HeLa, luciferase luminescence | HeLa PEG-Prom luciferase reporter, overnight | inhibition, % at 20 µM | 1.7% of 360,000 active;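 active = inhibition of at least 50% at 20 µM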
Vif inh = HIV Vif self-association inhibitors, primary screen, imaging, HEK293T, single point. 0.35% of 340,000 active. AID 602346, 2012. inhibition, % at 7.49 µM. HEK293T cells, Vif self-association by quenched fluorescence, 24 h; in the data active = inhibition above about 50%, passing the limit was not always enough; inconclusive = no clear call, values can overlap the other calls; inactive = below about 31%; also: some results filed as inactive read as strong as hits
CaV13 FRET inh = Disruptors of the CACNA1D IQ motif to Ca2+-dependent inactivation inhibitor domain association, primary screening, Förster resonance energy transfer in intact living …. inhibition, % at 12.3 µM. 0.098% of 340,000 active. HEK cells, CFP/YFP FRET ICDI-IQ, plate reader, 10 min; percent FRET-ratio fall versus neutral wells. AID 743397;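 active = mean replicate inhibition of at least 30% and at least 1% of replicates passing that level; inconclusive = only one of the two criteria is met; inactive = neither criterion is met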;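 also: 0% = median of the neutral control wells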
aDG glyco act = activators of alpha-DG glycosylation, primary screen, uHTS, Pro5-aDG cells, AlphaScreen; 0.22% of 360,000 active; alpha-DG glycosylation AlphaScreen (IIH6); 0% Pro5, 100% B10-LARGE cell signal; activation, % at 10 µM; AID 624168, 2012;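 active = activation of at least 8% versus controls, or a plate z-score of at least 8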;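 also: Pro5 are CHO cells carrying HIG-tagged alpha-DG that lacks glycosylation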
Exocytosis inh = LAMP-1 surface exposure blockers, TALL-104 cells – cell-based, flow cytometry, MLPCN library, primary screen; 0.66% of 360,000 active; TALL-104 LAMP-1 surface exposure; cells stimulated with thapsigargin and PMA; AID 651702, 2012; inhibition, % at 10 µM;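 active = inhibition above about 55%, limit read from the data; inconclusive = no clear call, values can overlap the other calls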
MITF TRPM1 inh = inhibitors of MITF-dependent TRPM1 promoter reporter, primary screen, cell-based, SK-MEL-5, single point, luciferase; SK-MEL-5 TRPM1 promoter luciferase, 24 h; inhibition, % at 12.5 µM; 0.83% of 330,000 active;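 active = mean inhibition across replicates of 60% or more, whatever share of single replicates reaches that level; inconclusive = some that reach 60%, reason not given; inactive = mean inhibition across replicates below 60%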; also: values of inactives mirror those of a sister screen read the other way
An asterisk follows results filed as active; ? = inconclusive; nt = no result given; & = joins results of further samples.

SMILES	PDI inh	NR2E3 ag-1	HIF-2a block	NR2E3 ag-2	hiPSC survival	Peg3 prom inh	Vif inh	CaV13 FRET inh	aDG glyco act	Exocytosis inh	MITF TRPM1 inh
COC(=O)OCC12CCC(O1)C1(C)C(=O)OCC21 (stereo not given)	-3	-2	10	11	-0.8	3	-1	-6	-0.1	-1	-14
CCC(C(=O)N1CCC2(CC1)OCCO2)c1ccccc1 (stereo not given)	4	1	-6	-15	3.2	8	-2	-7	-0.1	-2	1
O=c1[nH]c2ccccc2n1C1CCN(Cc2ccc(-c3[nH]c4cc5ncnc5cc4nc3-c3ccccc3)cc2)CC1	nt	nt	-48	8	-0.7	nt	nt	-4	-0.6	2	nt
COc1cccc(CNCCc2c[nH]c3ccccc23)c1OC	-2	0	13	0	0.0	-1	10	-18	-0.1	7	14
CCC(C)C(=O)N[C@@H](c1ccccc1)[C@@H](O)C(=O)O[C@H]1C[C@@]2(O)[C@@H](OC(=O)c3ccccc3)C3[C@](C)(C(=O)[C@H](OC(C)=O)C(=C1C)C2(C)C)[C@@H](O)C[C@H]1OC[C@@]31OC(C)=O (stereo not given in full)	nt	0	22	-33	0.0	14	32	nt	0.3	?	nt
O=C(CSC1c2ccccc2-c2ccccc21)N/N=C/c1ccccc1	-2	4	-18	6	1.4	29	2	-7	0.0	3	4
COc1cccc(N2C(=O)NC(=O)/C(=C\c3cn(C)c4ccccc34)C2=O)c1	10	0	14	14	-0.6	15	10	-26	0.1	5	4
CC(C(=O)c1c[nH]c2ccccc12)N1CCSCC1 (stereo not given)	13	0	8	-18	4.8	13	nt	nt	-0.2	2	3
CCC(=O)N1N=C2C3CCN(CC3)C2C1c1ccc(C)cc1 (stereo not given)	nt	3	-3	28	2.7	4	1	1	-0.2	-2	nt
O=C(c1ccccc1F)N1C[C@H]2C[C@@H](C1)c1cccc(=O)n1C2	nt	1	11	-21	1.5	6	9	nt	-0.1	-8	nt
Cc1c(/C=N/O)c2ccccc2n1C	0	-1	0	-2	-1.5	-16	-5	-18	-0.1	-6	10
O=c1c2ccccc2[nH]c(=S)n1-c1ccc2c(c1)OCO2	6	-3	6	-30	-0.8	4	0	-6	-0.1	-3	-2
COc1ccccc1OCC#CCN1CCCC(C)C1 (stereo not given)	19	0	9	-5	0.9	12	19	-2	0.5	2	22
O=C(NC(c1ccc(Cl)cc1)P(=O)(Oc1ccccc1)Oc1ccccc1)OCc1ccccc1 (stereo not given)	6	0	13	-7	1.3	10	15	nt	0.2	-3	-2
COc1ccccc1C1CC2CCC(C1OC(C)=O)N2Cc1ccccc1 (stereo not given)	-25	2	17	5	-0.4	17	-9	-9	0.0	6	8
CCC(=NCc1ccc2c(c1)OCO2)c1c(O)n(C2CCCCC2)c(=O)[nH]c1=O	-5	0	39	40	2.6	29	-35	-5	3.0	-6	13
O=c1[nH]c(=S)n(-c2ccccc2F)c(O)c1C=NCCN1CCNCC1	2	0	10	-16	-0.5	4	-9	-5	0.2	-2	8
COC(=O)C1=C(c2ccc(OC(F)(F)F)cc2)C[C@@H]2CC[C@H]1N2C(=O)NCCNC(C)=O	-1	-2	6	16	-0.5	-16	-3	-6	-0.3	1	nt
CN(C(=O)COC(=O)c1cn(C)c2ccccc12)C1CCCCC1	-9	0	-37	-6	-0.4	0	-7	-7	0.0	-2	nt
O=c1cccc2n1CC1CC2CN(Cc2cccc(Cl)c2Cl)C1 (stereo not given)	12	1	24	-23	6.3	19	6	-4	-0.2	34	7
CN1CCN(c2ccc(S(C)(=O)=O)cc2[N+](=O)[O-])CC1	2	0	5	-10	-1.9	14	-7	-2	-0.6	-5	-8
O=Cc1cn(CCCOc2ccccc2)c2ccccc12	-4	-3	-145	-54	1.4	-23	-3	-3	0.6	13	-11
CC12CCC3C(CC=C4CC(O)CCC43C)C1C/C(=C\c1ccccc1F)C2=O (stereo not given)	-7	-2	-15	-23	3.1	51*	3	-17	-0.3	5	-17
C[C@]12CC[C@H](O)C[C@H]1CC[C@@H]1C2CC[C@]2(C)[C@@H](C3=CC(=O)OC3)[C@@H](O)C[C@]12O (stereo not given in full)	0	5	33	-11	1.7	112*	0	-5	-0.1	-1	81*
COc1cccc([C@@]2(O)CCCC[C@@H]2CN(C)C)c1	7	5&-3	21	1	1.5	11	6	0	-0.1	1	-13
COC(=O)C1=C(c2ccc(OC)c(OC)c2)C[C@@H]2CC[C@H]1N2C(=O)NC1CCCCC1	1	3	13	2	-2.3	1	-2	-5	0.1	7	6
CS(=O)(=O)N1Cc2ccccc2-n2nncc2C1	-5	nt	3	-16	1.9	-8	nt	-6	-0.1	-2	-21
Cc1c2ccncc2c(C)c2c1[nH]c1ccccc12	-5	-3	-9	-13	-3.1	102*	nt	nt	0.1	53	89*
Cc1ccc(S(=O)(=O)N2Cc3ccccc3-n3nncc3C2)cc1	-7	nt	-6	4	0.5	13	nt	-6	0.0	1	-4
COc1cc(/C=C2\C[C@H]3[C@@H]4CC=C5C[C@@H](N6CCCC6)CC[C@]5(C)[C@H]4CC[C@]3(C)[C@H]2O)cc(OC)c1OC	9	nt	4	2	-3.2	3	7	-5	1.5	0	6
O=[N+]([O-])CCO	nt	2	11	-6	1.1	-1	9	nt	-0.2	-2	-8
O=C(C1CCC(=O)N1Cc1ccccc1Cl)N1CCC2(CC1)OCCO2 (stereo not given)	5	4	2	-6	1.3	4	-3	-5	-0.1	4	5
CN1CCN(C(=O)COc2ccc(C(C)(C)C)cc2Br)CC1	5	1	-20	2	-0.7	-4	nt	-5	-0.2	-1	13
O=C(NC1CCCCC1)Oc1cc2oc(=O)sc2cc1Cl	5	-1	13	-19	-0.9	39	7	-7	-0.1	26	35
CCCCn1c(O)c(C(C)=Nc2ccc(C(=O)O)cc2)c(=O)[nH]c1=O	6	1	14	17	4.5	4	-4	-2	-0.3	-2	-2
COc1cc(C2c3cc4c(cc3CC3COC(=O)C32)OCO4)cc(OC)c1O (stereo not given)	13	nt	20	30	-2.8	-49	60*	-7	0.0	8	58
Cc1cc(C)c(S(=O)(=O)N2Cc3ccccc3-n3nncc3C2)c(C)c1	-2	nt	17	36	2.0	21	-2	-3	0.4	16	nt
CCC1C2Cc3ccc(O)cc3C1(CC)CCN2C (stereo not given)	23	nt	4	4	2.6	7	3	-6	-0.2	2	-4
Oc1cc(Cl)c(Cl)c(Cl)c1Cl	13	nt	6	74*	0.9	31	16	-8	0.2	-4	8
O=c1[nH]c2ccccc2n1C1CCN(C(c2cc3ccccc3o2)c2nnnn2Cc2ccccc2)CC1 (stereo not given)	nt	nt	-22	28	0.9	93*	nt	-5	-0.7	6	nt
CN(C)c1ccc([P+](=O)c2ccc(N(C)C)cc2)cc1	-1	-1	-28	-28	-2.0	-23	-5	-2	2.5	4	-3
CC(=O)c1ccc(OC(C)C)c(Cc2c(O)[nH]c(=S)[nH]c2=O)c1	-1	-2	13	5	0.7	16	-4	-6	0.0	0	4
CCCCc1nc(N2CCNCC2)c(C#N)c2c1CSC(C)(C)C2	9	0	7	14	2.3	2	?	-3	0.4	5	10
CCN(CC)c1nc2c(C)cccn2c(=O)c1C=C1C(=O)NC(=O)NC1=O	-2	3	-21	2	1.8	9	0	7	-0.2	0	3
CSc1ncc(/C=C2/C(=O)NC(=O)N(c3ccc(C)cc3)C2=O)cn1	-6	1	6	-7	1.4	0	-1	11	0.0	0	9

Some of these compounds in order of SMILES length, largest number first:
SMILES	PDI inh	NR2E3 ag-1	HIF-2a block	NR2E3 ag-2	hiPSC survival	Peg3 prom inh	Vif inh	CaV13 FRET inh	aDG glyco act	Exocytosis inh	MITF TRPM1 inh
CC(=O)c1ccc(OC(C)C)c(Cc2c(O)[nH]c(=S)[nH]c2=O)c1	-1	-2	13	5	0.7	16	-4	-6	0.0	0	4
CSc1ncc(/C=C2/C(=O)NC(=O)N(c3ccc(C)cc3)C2=O)cn1	-6	1	6	-7	1.4	0	-1	11	0.0	0	9
CN(C)c1ccc([P+](=O)c2ccc(N(C)C)cc2)cc1	-1	-1	-28	-28	-2.0	-23	-5	-2	2.5	4	-3
O=C(NC1CCCCC1)Oc1cc2oc(=O)sc2cc1Cl	5	-1	13	-19	-0.9	39	7	-7	-0.1	26	35
O=[N+]([O-])CCO	nt	2	11	-6	1.1	-1	9	nt	-0.2	-2	-8

Carrying on:
SMILES	PDI inh	NR2E3 ag-1	HIF-2a block	NR2E3 ag-2	hiPSC survival	Peg3 prom inh	Vif inh	CaV13 FRET inh	aDG glyco act	Exocytosis inh	MITF TRPM1 inh
CCC(C)NC(=O)c1c(N)n(CCCOC)c2nc3ccccc3nc12 (stereo not given)	2	2	10	-6	-1.7	24	-9	-1	0.2	5	11
O=C(c1ccc(Cl)cc1)C1CCCN(C2CCSCC2)C1 (stereo not given)	6	1	10	-6	-1.1	14	1	-2	0.1	0	-8
CC(C)(O)C(=O)Nc1ccc([N+](=O)[O-])c(C(F)(F)F)c1	nt	1	0	-12	-1.1	-8	2	nt	-0.1	-1	0
CN(C)c1cccc2c(C#N)ccc(N(C)C)c12	2	-4	13	-5	1.0	10	-6	-5	-0.3	-2	-7
Cc1ccc2[nH]c(C)c(CCNCc3ccco3)c2c1	1	0	10	-20	0.0	-8	-21	-17	0.5	-1	-2

Some of the compounds tested, so the mix of outcomes need not match the whole.
